Runt-SMMHC FRET: blocks binding of human RUNX1 Runt domain to CBFb-SMMHC | Cerulean-Runt/Venus-CBFb-SMMHC FRET ratio 530/480, 1 h | inhibition, % at 20 µM | actives 0.74% (n = 220,000) | AID 1434;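 active means mean inhibition across duplicate retests at 20 µM reaching about 50%, limit read from the data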;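 further: 0% = DMSO wells and 100% = wells with excess untagged CBFb-SMMHC; inhibitors lower the FRET ratio by blocking Runt binding to CBFb-SMMHC; some results filed as inactive read as strong as hits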
RBBP9 inh: inhibitors of human serine hydrolase RBBP9. O75884. actives 0.2% (n = 220,000). inhibition, % at 7.94 µM. recombinant RBBP9, FP-Rh probe fluorescence polarization. AID 1515;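 active means inhibition above the campaign mean of all tested compounds plus 3 SD, cut at about 14% in these data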;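 further: plate controls were DMSO wells with RBBP9 for no effect and wells lacking RBBP9 protein for full effect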
Target sequence (O75884 whole entry, looked up): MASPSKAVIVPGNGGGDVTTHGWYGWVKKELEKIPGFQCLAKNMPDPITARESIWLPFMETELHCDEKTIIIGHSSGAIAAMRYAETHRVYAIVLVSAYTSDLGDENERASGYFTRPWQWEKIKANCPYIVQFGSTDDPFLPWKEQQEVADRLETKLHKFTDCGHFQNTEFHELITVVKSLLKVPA
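System: RBBP9 protein | Quantity: 2.5 µM RBBP9 dispensing solution, before mixing | Reagent: FP-Rh probe, 375 nM dispensing solution | Timing: Enzyme-compound preincubation 30 min, then probe labeling 45 min, 25 °C | Measured by: Fluorescence polarization | Read-out: % inhibition | Replication: One well per compound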
Runt-CBFb FRET: inhibitors of human RUNX1 Runt domain binding to CBFb. Q01196+Q13951. Cerulean-Runt/Venus-CBFb FRET ratio 530/480, 1 h. inhibition, % at 20 µM. actives 0.46% (n = 220,000);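 active means inhibition over about 50% at 20 µM in the single-dose screen, limit read from the data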;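 further: 0% = DMSO wells and 100% = excess unlabeled CBFb competitor control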
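Assay system: Cerulean-Runt domain / Medium: Tris 50 mM pH 7.5, KCl, K2SO4, 0.01% BSA / Timing: protein complex preformed 1 h, compound exposure 1 h, room temperature, dark / Measured by: FRET, excitation 422 nm, emission at 530 and 480 nm / Evaluation: loss of energy transfer signal / Control set: 5 µM unlabeled CBFb as full-inhibition high control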
NPY Y1 blocker: antagonists of human neuropeptide Y receptor Y1 | inhibition, % at 3.6 µM | actives 1% (n = 200,000) | AID 1040 | HEK293-CNG Y1 cells, membrane potential fluorescence; NPY at EC95, then isoproterenol | P25929;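 active means inhibition above the campaign mean inhibition of all tested compounds plus 3 SD, cut at about 20% in these data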;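 further: 0% = DMSO wells given NPY plus isoproterenol and 100% = isoproterenol alone without NPY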
Target sequence (P25929 whole entry, looked up): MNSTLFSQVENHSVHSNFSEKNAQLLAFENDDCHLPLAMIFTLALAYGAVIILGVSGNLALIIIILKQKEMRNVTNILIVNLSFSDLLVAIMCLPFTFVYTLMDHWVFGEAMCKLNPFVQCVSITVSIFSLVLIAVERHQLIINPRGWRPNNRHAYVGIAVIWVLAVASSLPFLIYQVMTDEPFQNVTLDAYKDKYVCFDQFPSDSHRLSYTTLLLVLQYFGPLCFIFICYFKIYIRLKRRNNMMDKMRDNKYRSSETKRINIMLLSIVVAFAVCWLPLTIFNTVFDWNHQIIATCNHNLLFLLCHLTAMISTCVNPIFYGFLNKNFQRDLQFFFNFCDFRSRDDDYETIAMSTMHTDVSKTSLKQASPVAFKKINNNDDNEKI
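Material: Y1- and CNG-channel-expressing HEK293 cells / Probe or stimulus: NPY 25 nM then isoproterenol 1 µM plus Ro 20-1724 25 µM / Doses: 3.6 µM single dose, DMSO 0.4% / Schedule: compound incubation 1 h at room temperature, readout 45 min post-stimulation / Signal: membrane potential fluorescence / Benchmarks: isoproterenol-only wells as full block versus NPY-plus-isoproterenol wells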
NPY-Y2 PAM-ag: human NPY-Y2 potentiation or agonism, primary screen. cells expressing NPY-Y2, potentiator/agonist read-out. activation, % at 3.6 µM. actives 0.45% (n = 220,000). AID 1359; in the data active means activation above about 27%;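 further: cells stimulated with NPY near EC25 plus isoproterenol at EC100; 0% = vehicle plus submaximal agonist and 100% = vehicle plus saturating agonist; some results beyond the cut were filed as inactive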
Target sequence (P49146 whole entry, looked up): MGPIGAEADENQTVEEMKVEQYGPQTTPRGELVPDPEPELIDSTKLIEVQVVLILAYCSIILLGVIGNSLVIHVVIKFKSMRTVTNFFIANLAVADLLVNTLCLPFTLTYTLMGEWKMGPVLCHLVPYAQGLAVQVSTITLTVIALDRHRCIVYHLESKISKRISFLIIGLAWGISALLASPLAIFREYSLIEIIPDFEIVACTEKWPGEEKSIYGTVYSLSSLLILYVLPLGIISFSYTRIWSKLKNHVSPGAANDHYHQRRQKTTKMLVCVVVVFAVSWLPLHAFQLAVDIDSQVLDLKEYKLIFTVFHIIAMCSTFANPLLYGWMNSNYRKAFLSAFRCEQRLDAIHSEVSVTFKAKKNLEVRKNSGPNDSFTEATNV
Hck Nef HTS: inhibitors of human Hck kinase activated by Nef. P08631. Recombinant Hck-YEEI plus Nef, Z-Lyte FRET kinase assay. inhibition, % at 20 µM. actives 0.68% (n = 220,000);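 active means Hck-Nef kinase inhibition above about 50%, limit read from the data; inactive means inhibition below that limit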;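 further: 0% = DMSO with Hck plus Nef and 100% = Hck alone without Nef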
p97 ATPase inh: inhibitors of human p97 ATPase; recombinant p97 ATPase, Kinase-Glo ATP luminescence, 3 h; actives 0.42% (n = 220,000); inhibition, % at 8 µM; P55072; AID 1481; in the data active means inhibition above about 15%;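 further: 0% = DMSO vehicle and 100% = wells lacking enzyme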
NPY-Y1 PAM-ag: potentiators or agonists of human neuropeptide Y receptor Y1 | activation, % at 3.6 µM | NPY-Y1 expressing cells, potentiator/agonist activation | actives 0.37% (n = 220,000) | P25929; in the data active means activation above about 33%, passing the limit was not always enough;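 further: cells stimulated with NPY at EC10 then isoproterenol at EC100; 0% = low agonist plus stimulus and 100% = saturating agonist plus stimulus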
Mdm2 ligase inh: Mdm2 E3 ligase (human) inhibition. Q00987. cell-based MDM2 ubiquitination luciferase reporter, 2 h; 0 = plate control, 100 = twice control, blank-subtracted. signal enhancement, % at 5 µM. actives 0.11% (n = 210,000). AID 1230;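 active means signal enhancement of 30% or more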;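 further: luminescence tracks abundance of the self-degrading MDM2-luciferase fusion protein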
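Timing – 2 h compound exposure at 37 °C · Assay system – mammalian cells stably expressing self-ubiquitinating, self-degrading MDM2 E3–luciferase fusion · Amount – 2000 cells seeded into each well · Measure – % luminescence enhancement versus blank-corrected plate control mean · Measured by – SteadyLite luminescence, 15 min reagent step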
An asterisk follows results filed as active; . = no result given.

No.	SMILES	Runt-SMMHC FRET	RBBP9 inh	Runt-CBFb FRET	NPY Y1 blocker	NPY-Y2 PAM-ag	Hck Nef HTS	p97 ATPase inh	NPY-Y1 PAM-ag	Mdm2 ligase inh
1	O=C(NCC1CCCO1)c1cc(-c2ccccc2)on1 (configuration not stated)	0	2	-1	3	5	5	3	-14	5
2	COc1ccc(N2C(=O)CN=C2Nc2nc(C)cc(C)n2)cc1OC	-5	-8	0	7	-1	-15	-2	-3	.
3	Cn1c2ccccc2n2c(=O)c(=O)n(CC(=O)c3ccc(F)cc3)nc12	4	-10	-1	2	-6	0	-2	-21	-20
4	Cc1cccc(-n2ccnc2CN2CCC(CO)(Cc3ccccc3)CC2)c1	0	-3	-1	.	-15	16	-6	-7	-3
5	CCOc1ccccc1OCc1nn2c(COc3ccccc3)nnc2s1	10	-8	36	12	-15	1	1	-30	-12
6	Cc1sc2nc(CSc3ccccc3)nc(N3CCOCC3)c2c1C	-1	0	-2	2	-18	2	-1	-24	1
7	CS(=O)(=O)c1ccc(C(=O)Nc2ccc(N3CCCCC3)cc2)c(Cl)c1	-2	5	0	11	-11	20	3	-3	-4
8	COc1ccccc1N1CCN(C(=O)CCn2c(=O)[nH]c3ccsc3c2=O)CC1	-46	-8	-3	2	2	1	1	2	-8
9	NS(=O)(=O)c1cccc(NC(=O)COC(=O)Cc2ccc(S(=O)(=O)N3CCCCC3)s2)c1	1	-13	-5	-1	5	23	3	22	-6
10	O=C(/C=C/Nc1ccc(F)cc1F)c1cccs1	2	-6	3	1	7	3	2	-29	-73
11	CCC(=O)n1nc(-c2cccnc2)nc1NCc1ccc(OC)cc1	0	-2	-1	8	3	1	0	-22	-10
12	CCCOc1ccc(-c2cnc(N)s2)cc1	-2	-4	4	-2	10	1	-1	-5	-16
13	Clc1ccc(-c2nc3ccccc3nc2-c2ccccc2)cc1	2	-3	-2	9	3	2	5	-1	-2
14	O=C(c1cccc(OCc2ccccc2)c1)N1CCOCC1	2	-4	2	1	-9	15	1	3	7
15	O=C(Nc1ccc(CN2CCOCC2)cc1)c1ccccc1F	-4	0	0	-1	-5	0	2	4	-7
16	CCN(CC)c1ccc(NC(=O)c2ccc(=O)[nH]c2)cc1S(=O)(=O)Nc1ccccc1OC	2	-8	-3	5	-12	27	1	2	-6

Copied from the list.
compound 2 in Runt-CBFb FRET reads 0
compound 8 in Mdm2 ligase inh reads -8
compound 10 in NPY Y1 blocker reads 1

Other results
No.	SMILES	Runt-SMMHC FRET	RBBP9 inh	Runt-CBFb FRET	NPY Y1 blocker	NPY-Y2 PAM-ag	Hck Nef HTS	p97 ATPase inh	NPY-Y1 PAM-ag	Mdm2 ligase inh
17	CC(=O)Nc1ccc(S(=O)(=O)Nc2nc(C)nc3sc4c(c23)CCC4)cc1	-1	-10	0	.	1	17	3	22	.
18	N#Cc1ccc(C(=O)Nc2nnc(-c3cccs3)o2)cc1	-1	-5	-1	1	-24	4	3	5	-2
19	O=C(Nc1ccc(Cn2nnc3ccccc32)cc1)c1ccco1	3	-7	-2	-1	-7	2	-3	14	-14
20	O=C(CCSc1nnc(-c2ccncc2)o1)Nc1cccc2ccccc12	2	2	-2	1	-5	9	6	-9	4
21	Cc1cc(C(=O)NCC23CC4CC(CC(C4)C2)C3)c(C)o1	0	-5	-2	5	0	8	-4	-16	0
22	COCCCNC(=O)c1sc2ncnc(N3CCc4ccccc4C3)c2c1C	-7	1	1	3	-26	-1	-2	-8	-13
23	CCOc1ccc(Nc2oc(-c3cccc(Cl)c3)nc2C#N)cc1	-3	-4	2	-6	3	-2	1	25	-3
24	Clc1cccc(Cl)c1COn1nnc2ccccc21	-3	-7	2	2	-11	-1	3	-17	-28
25	Fc1ccc(C2=NN(c3ccccc3)C(c3ccco3)C2)cc1 (configuration not stated)	2	-8	8	5	6	29	6	4	-5
26	CCN(CCn1cccn1)C(=O)c1cc(COc2ccc(F)cc2Cl)on1	-2	3	-2	-1	14	20	2	1	-14
27	O=C(COC(=O)c1cc(=O)[nH]c2ccccc12)Nc1cccc(S(=O)(=O)N2CCOCC2)c1	-1	-3	0	.	-3	17	7	3	.
28	CN(C)CCN(Cc1ccccc1)S(=O)(=O)c1ccc2c(c1)n(C)c(=O)c(=O)n2C	2	-14	4	.	0	4	-7	-23	-15
29	COc1ccc(NC(=O)COC(=O)c2c3c(nc4ccccc24)CCCC3)cc1	-11	-6	-2	13	-21	0	-1	-30	-6
30	COc1ccc(NS(=O)(=O)c2ccc(NC(=O)CCNS(=O)(=O)c3ccc(C)cc3)cc2)cc1	1	-8	-2	-7	9	4	5	-1	-6
31	O=C(NCc1nc2ccccc2[nH]1)c1ccc([N+](=O)[O-])cc1	0	-4	-1	-1	14	4	1	7	-4
32	Cc1ccc(N/C=C/c2onc(C)c2[N+](=O)[O-])cc1	-32	-1	-9	.	-11	26	5	35	.
33	O=C(O)c1cc(Cl)ccc1-c1ccc(/C=C/c2cc(C(F)(F)F)[nH]c(=O)n2)o1	92*	-3	52*	5	-8	26	5	10	11
34	COc1ccccc1CCc1nnc(CCC(=O)NC(C)Cc2cccs2)o1 (configuration not stated)	.	2	.	4	0	19	2	-10	10
35	Cc1cccc(OCc2nnc(SCC(=O)Nc3ccc(C)c(C)c3)o2)c1	-9	1	-2	4	-1	-24	-1	-35	.
36	CCCOC(=O)c1ccc(Oc2coc3c(CN(CC)CC)c(O)ccc3c2=O)cc1	6	-1	-2	-1	-5	0	-4	-3	-1
37	C/C(=N\Nc1nnc(C)c(=O)[nH]1)C(=O)O	0	-10	-1	0	5	0	4	3	-10
38	COc1ccccc1Nc1ccc(C(=O)NC2CCCCC2)cn1	2	-2	0	1	2	-1	1	-8	1
39	C/C(=N\S(=O)(=O)c1ccc(C)cc1)N1CCCCC1	.	-3	.	-2	8	17	3	3	-2
40	CCOC(=O)c1c(CN(C)C)n(C)c2ccc(OC(C)=O)cc12	-2	-2	-1	-5	10	1	1	1	-19

An excerpt of these results, field by field:
[35] Cc1cccc(OCc2nnc(SCC(=O)Nc3ccc(C)c(C)c3)o2)c1
  Runt-SMMHC FRET: -9	RBBP9 inh: 1	Runt-CBFb FRET: -2	NPY Y1 blocker: 4	NPY-Y2 PAM-ag: -1	Hck Nef HTS: -24	p97 ATPase inh: -1	NPY-Y1 PAM-ag: -35	Mdm2 ligase inh: .
[36] CCCOC(=O)c1ccc(Oc2coc3c(CN(CC)CC)c(O)ccc3c2=O)cc1
  Runt-SMMHC FRET: 6	RBBP9 inh: -1	Runt-CBFb FRET: -2	NPY Y1 blocker: -1	NPY-Y2 PAM-ag: -5	Hck Nef HTS: 0	p97 ATPase inh: -4	NPY-Y1 PAM-ag: -3	Mdm2 ligase inh: -1
[37] C/C(=N\Nc1nnc(C)c(=O)[nH]1)C(=O)O
  Runt-SMMHC FRET: 0	RBBP9 inh: -10	Runt-CBFb FRET: -1	NPY Y1 blocker: 0	NPY-Y2 PAM-ag: 5	Hck Nef HTS: 0	p97 ATPase inh: 4	NPY-Y1 PAM-ag: 3	Mdm2 ligase inh: -10
[38] COc1ccccc1Nc1ccc(C(=O)NC2CCCCC2)cn1
  Runt-SMMHC FRET: 2	RBBP9 inh: -2	Runt-CBFb FRET: 0	NPY Y1 blocker: 1	NPY-Y2 PAM-ag: 2	Hck Nef HTS: -1	p97 ATPase inh: 1	NPY-Y1 PAM-ag: -8	Mdm2 ligase inh: 1

Continued.
No.	SMILES	Runt-SMMHC FRET	RBBP9 inh	Runt-CBFb FRET	NPY Y1 blocker	NPY-Y2 PAM-ag	Hck Nef HTS	p97 ATPase inh	NPY-Y1 PAM-ag	Mdm2 ligase inh
41	COc1ccc(OC)c(NC(=O)CN(Cc2ccc(Cl)cc2)S(C)(=O)=O)c1	0	1	-2	-1	0	1	1	-6	-9
42	O=C(Nc1ccc(OC(=O)c2ccccc2)c(-c2nc3ccccc3s2)c1)c1ccccc1	-3	-8	.	3	-2	2	1	-13	-13
43	COc1ccccc1CC(=O)Nc1ccc(Cl)cc1C(=O)O	0	-2	-2	11	-17	19	4	-11	0
44	CCOC(=O)CN1NC2(CCCCCCC2)NC1=S	0	-11	32	.	-4	14	3	12	-14
45	CCC(C(=O)N1CCc2ccccc2C1)n1nc(C)n2c(cc3occc32)c1=O (configuration not stated)	4	-5	-2	0	7	1	4	13	-14
46	CCOC(=O)C(CC)Sc1nnc2c3cc(C)ccc3n(C)c2n1 (configuration not stated)	-3	-2	-5	2	-19	0	6	-12	-17
47	NC(=S)NC1CC2C=CC1C2 (configuration not stated)	-2	13	1	.	8	1	9	15	-15
48	CC(C)CCn1c(Oc2ccccc2Cl)nc2c1c(=O)n(C)c(=O)n2C	-13	-6	-7	36*	-26	0	-1	-52	-6
49	CCc1cccc(NC(=O)Cn2c(=O)oc3cc(S(=O)(=O)N4CCOCC4)ccc32)c1	-7	-6	3	2	-17	2	1	14	19
50	O=C(c1ccc(F)cc1)c1ccc(N2CCCC2)cc1	4	-2	0	21*	-8	2	-3	-6	-5
51	CCOC(=O)c1cnc2ccc(C)cc2c1OCc1cc(F)cc(F)c1	-1	-7	-1	2	-8	4	1	-20	2
52	O=C(c1cccc(Cl)c1)N1CCN(c2ccccn2)CC1	-3	-7	-2	3	-3	-1	-2	-3	-13
53	O=C1C=C(NCCN2CCOCC2)C(=O)c2cnccc21	-3	-6	-3	1	8	-5	13	-24	.
54	COc1ccc(/C(C)=N/NC(=O)CNC(=O)C2COc3ccccc3O2)c(OC)c1 (configuration not stated)	2	-7	1	.	-7	4	-4	-4	-21
55	Cc1cccc(Nc2nnc(SCC(=O)Nc3ccc(C(=O)O)cc3)s2)c1	0	-12	1	-2	0	-23	-8	-14	-11
56	Cc1ccc(NC(=O)CCCSc2nc3ccccc3[nH]2)cc1	2	-11	-2	1	4	-3	-5	5	-50
57	COc1ccc(N2CCN(C(=O)c3ccc(CSc4ccccc4)cc3)CC2)cc1	0	-3	-3	-3	3	5	1	-18	-4
58	CCn1c(CC(=O)Nc2ccc(C)cc2)nnc1SCC(=O)NCc1ccccc1	1	1	0	0	-1	-24	0	-4	-17
59	CC(C)C(=O)OCC(=O)Nc1ccc2c(c1)CCC2	-8	-6	2	-2	2	-20	8	1	-5
